Screening data as filed in PubChem BioAssay.
aDG glyco up: increases alpha dystroglycan glycosylation; Pro5-aDG cells, alpha-DG glycosylation AlphaScreen (IIH6); 0% Pro5, 100% B10-LARGE cell signal; activation, % at 10 µM; hit rate 0.22% among 360,000; AID 624168;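 active = activation of at least 8% versus controls, or a plate z-score of at least 8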;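 note: Pro5 are CHO cells carrying HIG-tagged alpha-DG that lacks glycosylation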
PDI turbidity: PDI (human) enzyme inhibition; PDI insulin aggregation turbidity, A650, 90 min; P07237; AID 588391; hit rate 0.052% among 350,000; inhibition, % at 10 µM;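 active = mean inhibition across replicates of 30% or more, whatever share of single replicates reach that level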;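 note: absorbance from insulin aggregation driven by PDI reduction with DTT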
Target sequence (P07237 whole entry, looked up): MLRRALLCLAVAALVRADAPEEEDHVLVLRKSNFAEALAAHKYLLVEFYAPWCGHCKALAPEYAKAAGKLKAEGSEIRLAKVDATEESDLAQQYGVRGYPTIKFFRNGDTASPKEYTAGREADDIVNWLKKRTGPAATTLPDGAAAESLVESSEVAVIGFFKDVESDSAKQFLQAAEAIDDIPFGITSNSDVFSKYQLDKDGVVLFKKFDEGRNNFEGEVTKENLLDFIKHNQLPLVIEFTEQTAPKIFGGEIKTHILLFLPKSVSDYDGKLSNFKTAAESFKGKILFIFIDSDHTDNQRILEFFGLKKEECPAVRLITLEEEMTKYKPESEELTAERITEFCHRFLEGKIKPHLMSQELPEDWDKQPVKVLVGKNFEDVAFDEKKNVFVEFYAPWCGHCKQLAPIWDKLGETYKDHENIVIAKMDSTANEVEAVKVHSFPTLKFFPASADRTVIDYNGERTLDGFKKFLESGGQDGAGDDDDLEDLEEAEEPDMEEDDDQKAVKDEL
hiPSC survival: increases survival of single human iPS cells | hit rate 0.044% among 360,000 | hiPSC single-cell survival, ATPlite luminescence; 100% = ROCK inhibitor wells, 0% = DMSO | survival enhancement, % at 20 µM | AID 602274; in the data active = survival enhancement above about 18%;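 note: cells exposed to compounds for 16 hours before the ATP read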
CaV13 ICDI inh: Disruptors of the CACNA1D IQ motif to Ca2+-dependent inactivation inhibitor domain association, primary screening, Förster resonance energy transfer in intact living …. HEK cells, CFP/YFP FRET ICDI-IQ, plate reader, 10 min; percent FRET-ratio fall versus neutral wells. inhibition, % at 12.3 µM. hit rate 0.098% among 340,000;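 active = mean replicate inhibition of at least 30% and at least 1% of replicates passing that level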;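 note: 0% = median of the neutral control wells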
NR2E3 ag-1: activates human photoreceptor nuclear receptor NR2E3; Q9Y5X4; GST-NR2E3/biotin-RetCOR TR-FRET, 1536-well; inhibition of corepressor binding, % at 4.78 µM; hit rate 0.12% among 320,000; AID 2300;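 active = percent inhibition above the cutoff of mean plus 3 SD of all tested compounds, set per screening campaign, cut at about 20% in these data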;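 note: 0% = DMSO wells and 100% = biotin wells as full block of FRET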
Target sequence (Q9Y5X4 whole entry, looked up): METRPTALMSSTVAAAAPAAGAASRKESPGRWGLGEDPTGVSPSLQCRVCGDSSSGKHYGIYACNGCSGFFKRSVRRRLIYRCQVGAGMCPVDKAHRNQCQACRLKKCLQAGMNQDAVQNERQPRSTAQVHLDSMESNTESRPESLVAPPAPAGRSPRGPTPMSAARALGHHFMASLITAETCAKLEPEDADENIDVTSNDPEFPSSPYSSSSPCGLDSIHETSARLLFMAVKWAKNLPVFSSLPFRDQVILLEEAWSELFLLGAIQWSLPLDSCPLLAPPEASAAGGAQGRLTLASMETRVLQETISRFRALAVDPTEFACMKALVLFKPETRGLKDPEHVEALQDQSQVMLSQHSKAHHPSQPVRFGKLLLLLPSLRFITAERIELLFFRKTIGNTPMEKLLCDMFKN
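Material: NR2E3–RetCOR corepressor complex | Quantity: 1.35 nM GST-tagged NR2E3 final | Schedule: 5 h at 4 °C | Replication: Singlicate compound wells | Reagent: RetCOR corepressor, biotinylated, 7 nM | Controls: Biotin wells as high control, 0.6% DMSO wells as low control | Signal: TR-FRET, Eu(K)-anti-GST donor, streptavidin-D2 acceptor, ex 340, em 617/671 nm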
MITF TRPM1 inh: inhibitors of MITF-driven TRPM1 promoter in melanoma cells. inhibition, % at 12.5 µM. SK-MEL-5 TRPM1 promoter luciferase, 24 h. hit rate 0.83% among 330,000;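 active = mean inhibition across replicates of 60% or more, whatever share of single replicates reaches that level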; note: values of inactives mirror those of a sister screen read the other way
Granule exo inh: lytic granule exocytosis inhibition. TALL-104 LAMP-1 surface exposure, flow cytometry; cells stimulated with thapsigargin and PMA. inhibition, % at 10 µM. hit rate 0.66% among 360,000. AID 651702;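 active = inhibition above about 55%, limit read from the data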
Peg3 prom inh: reduces Peg3 promoter-driven luciferase expression in HeLa | inhibition, % at 20 µM | hit rate 1.7% among 360,000 | HeLa PEG-Prom luciferase reporter, luminescence, overnight;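 active = inhibition of at least 50% at 20 µM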
Vif imaging: blocks HIV Vif function | HEK293T cells, Vif self-association by quenched fluorescence, imaging, 24 h | inhibition, % at 7.49 µM | hit rate 0.35% among 340,000 | AID 602346; in the data active = inhibition above about 50%, passing the limit was not always enough; note: some results filed as inactive read as strong as hits
NR2E3 ag-2: activates human NR2E3 receptor. CHO-S Gal4-NCOR/VP16-NR2E3 two-hybrid, luciferase. hit rate 0.35% among 360,000. Q9Y5X4. inhibition of corepressor binding, % at 3.98 µM. AID 602229;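 active = inhibition above the mean of all tested compounds plus 3 SD, cut at about 70% in these data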;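 note: 0% = DMSO with NR2E3 transfected cells and 100% = cells lacking NR2E3 construct; higher means lower luciferase signal from less NR2E3 corepressor binding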
HIF-2a inh: blocks HIF-2a reporter activity; 786-0 RCC cells HIF-2a reporter, luciferase luminescence, overnight; inhibition, % at 18.8 µM; hit rate 0.72% among 360,000; AID 624352;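 active = inhibition of the luminescence signal of 40% or more relative to plate controls, in a single-dose primary screen at 18.75 µM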
Starred values were filed as active, the others as inactive; . = no result given. Rows are unselected. About 3.5% of those tested had a hit in this group.

Values in the order: aDG glyco up | PDI turbidity | hiPSC survival | CaV13 ICDI inh | NR2E3 ag-1 | MITF TRPM1 inh | Granule exo inh | Peg3 prom inh | Vif imaging | NR2E3 ag-2 | HIF-2a inh
1: O=C(CSc1nc2ccccc2n1S(=O)(=O)c1cccc([N+](=O)[O-])c1)NCc1cccs1
 : 0.0 | -1.1 | -1.6 | -1.5 | 2.5 | -23.2 | -1.5 | -48.4 | -2.6 | -22.4 | -83.9
2: O=C(Nc1ccccc1-c1ccccc1)C1CCC1
 : 0.2 | -4.1 | -0.9 | -5.3 | 4.1 | -3.4 | -3.4 | -11.8 | 1.6 | -4.5 | 0.1
3: O=C(NCCSCc1c(F)cccc1Cl)c1ccc(CN2CCOCC2)cc1
 : 0.2 | -3.2 | -1.5 | -5.4 | -1.2 | 13.7 | 4.9 | 1.2 | 2.7 | -24.4 | 4.3
4: Cc1cccc(-n2ncc3c2CCCC3NC(=O)CCN2CCCO2)c1C (stereo unspecified)
 : 0.4 | -10.3 | -0.4 | . | 3.8 | 1.1 | -2.9 | 8.2 | 5.9 | -26.5 | 3.3
5: CCn1nc(C)c(/C=N/NC(=O)c2nc3nc(C)cc(C)n3n2)c1C
 : 0.2 | 8.6 | -0.6 | -5.6 | 0.1 | 3.0 | -2.0 | -3.2 | 0.5 | 16.8 | 11.9
6: C/C(=N\O)C(C)(C)Nc1ccc(Br)cc1
 : -0.2 | -1.0 | 0.1 | -2.9 | -0.6 | -2.1 | -2.0 | 12.9 | 0.2 | -8.5 | 13.1
7: COc1ccc(NC(=O)COC(=O)C23CC4CC(CC(O)(C4)C2)C3)cc1Cl
 : -0.2 | -0.5 | -0.3 | -3.3 | . | -79.1 | -3.6 | -181.8 | 2.2 | -5.5 | -162.0
8: O=C(N[C@@H](Cc1ccc(O)cc1)C(=O)O)c1cccnc1
 : -0.2 | 5.0 | 6.5 | -11.1 | 1.7 | 6.4 | -0.2 | -0.3 | 0.1 | 5.4 | 10.6
9: CC[C@@]12C(=O)N(c3cccc(F)c3)C(=O)N1[C@H](c1ccc(Cl)cc1)[C@@H]1C(=O)N(C3CCCCC3)C(=O)[C@@H]12
 : 0.4 | -2.2 | -2.3 | -5.1 | 5.3 | 4.2 | -4.4 | 1.4 | . | -23.7 | 9.2
10: O=C1/C(=C/c2ccccc2)SC(=S)N1CCCC(=O)N1CCCCC1CCO (stereo unspecified)
 : 0.4 | 6.0 | -0.5 | -3.2 | 0.3 | -14.0 | -0.5 | 44.7 | -1.3 | -5.5 | 39.6
11: COc1ccccc1NC(=O)CSc1n[nH]c(-c2ccco2)n1
 : 0.0 | 1.5 | -1.0 | -2.5 | . | -12.0 | -1.7 | 7.2 | 45.1 | -29.8 | -4.2
12: Cc1cc(C(=O)CSc2nn3c(=O)c(C(C)(C)C)nnc3s2)c(C)n1C
 : -0.1 | -7.4 | 0.7 | -1.6 | 2.9 | -1.3 | -0.3 | 16.1 | 2.7 | 19.3 | 3.7
13: CCCNC(=O)C1(C)CCCN(C(=O)c2cc(C)nn2C(C)(C)C)C1 (stereo unspecified)
 : 0.2 | 0.4 | -0.8 | -5.6 | . | . | 2.6 | -12.3 | -0.9 | -1.8 | 3.9
14: COc1ccc(S(N)(=O)=O)cc1C(=O)NNC(=O)c1cccc(S(=O)(=O)N2CCOCC2)c1
 : 0.1 | 2.7 | 0.4 | -7.6 | . | -5.9 | 0.6 | 7.2 | -1.2 | -12.2 | 6.2
15: CCCCCCn1c(CN2CCCCC2)nc2c1c(=O)n(C)c(=O)n2C
 : 0.2 | 7.3 | 0.1 | -4.7 | 1.9 | -0.4 | -1.9 | 7.1 | . | -21.4 | -5.7
16: CCc1ccc(N=C2NC(=O)/C(=C/c3cc(OC)c(O)c(OC)c3)S2)cc1
 : -0.1 | -0.9 | -0.5 | -110.8 | . | -4.6 | 13.1 | 24.1 | -5.6 | -5.0 | 16.1
17: CC(C)C[C@H](NC(=O)N1CC(=O)Nc2ccccc21)C(=O)N[C@@H](Cc1c[nH]c2ccccc12)C(=O)O
 : 0.0 | . | -1.0 | . | 3.3 | -3.4 | 0.2 | 3.2 | 4.6 | -15.5 | 17.9
18: CCOC(=O)c1c2ccccc2[n+]([O-])n1CCO
 : -0.1 | -1.8 | -0.8 | -3.6 | 1.8 | 4.5 | -6.3 | 10.4 | 2.8 | -11.6 | 5.5
19: CC(=O)c1ccc(OCC(C)C)c(CN2CCCCC2)c1
 : 0.5 | -3.5 | -0.2 | . | -0.7 | -1.9 | -0.7 | 5.8 | 8.5 | -15.8 | 17.5
20: CC(=O)Nc1ccc(C(=O)Nc2ccc(S(=O)(=O)NCC3CCCO3)cc2)cc1 (stereo unspecified)
 : -0.4 | -7.2 | -0.1 | -7.5 | 1.4 | 10.2 | -5.4 | 7.2 | 4.9 | 10.9 | 4.9

Full records, looked up by structure. Order of values: aDG glyco up | PDI turbidity | hiPSC survival | CaV13 ICDI inh | NR2E3 ag-1 | MITF TRPM1 inh | Granule exo inh | Peg3 prom inh | Vif imaging | NR2E3 ag-2 | HIF-2a inh
CC(=O)c1ccc(OCC(C)C)c(CN2CCCCC2)c1 across the screens: 0.5 | -3.5 | -0.2 | . | -0.7 | -1.9 | -0.7 | 5.8 | 8.5 | -15.8 | 17.5
CC[C@@]12C(=O)N(c3cccc(F)c3)C(=O)N1[C@H](c1ccc(Cl)cc1)[C@@H]1C(=O)N(C3CCCCC3)C(=O)[C@@H]12 across the screens: 0.4 | -2.2 | -2.3 | -5.1 | 5.3 | 4.2 | -4.4 | 1.4 | . | -23.7 | 9.2

The list continues.
Values in the order: aDG glyco up | PDI turbidity | hiPSC survival | CaV13 ICDI inh | NR2E3 ag-1 | MITF TRPM1 inh | Granule exo inh | Peg3 prom inh | Vif imaging | NR2E3 ag-2 | HIF-2a inh
21: COC(=O)c1cc(CNC(=O)C(C)NS(=O)(=O)c2ccc(C)c(C)c2)ccc1OC (stereo unspecified)
 : 0.0 | -2.7 | -0.2 | -3.5 | 0.7 | -5.4 | -3.3 | 9.0 | 4.2 | -26.9 | 16.5
22: Cc1nc2ccc(N=NC3=C(O)CC(C)(C)CC3=O)cc2s1
 : 0.4 | 6.4 | -1.6 | -6.8 | -1.8 | -36.1 | -0.9 | -127.1 | 0.0 | -61.4 | -162.5
23: CC1=CC(=O)[C@@H](O)[C@@H](c2ccccc2Br)N1C
 : -0.1 | 1.7 | -1.4 | -3.7 | . | 6.9 | -10.1 | -10.0 | -2.7 | -34.5 | 1.1
24: CCOC(=O)C(C)(C)N(Cc1cccc(C)c1)S(=O)(=O)c1cccc([N+](=O)[O-])c1
 : -0.2 | -4.9 | 0.6 | -5.2 | 4.1 | -14.3 | 1.6 | 11.1 | -0.8 | -6.1 | 12.3
25: CC1(C)Cc2c(cnn2-c2ccccc2)C(NC(=O)C2(C(N)=O)CC2)C1 (stereo unspecified)
 : 0.2 | -1.8 | 0.6 | -5.7 | 2.6 | -7.5 | -1.3 | -6.1 | -3.8 | -4.4 | -10.6
26: COc1ccc2c(c1OC)C(=O)OC2CC(=O)c1ccc(O)cc1 (stereo unspecified)
 : 0.4 | 8.4 | -2.2 | -4.6 | -1.3 | -5.6 | -4.0 | -3.6 | -1.9 | -5.0 | 20.8
27: O=C(CNc1cccc([N+](=O)[O-])c1)N/N=C/c1ccc(F)cc1
 : 0.1 | -0.6 | 1.4 | 1.2 | -2.9 | -10.8 | 0.2 | 15.2 | 3.6 | -10.4 | 8.9
28: CCOc1ccccc1/C=N/n1nnnc1N
 : 0.1 | -2.2 | -0.6 | -5.5 | 0.2 | -6.1 | -14.1 | 14.9 | 1.2 | -6.9 | 14.6
29: CCn1c(SCC(=O)N/N=C(/C)c2ccncc2)nc2ccccc21
 : 0.1 | -6.2 | 0.0 | -4.3 | 1.8 | 0.1 | 60.5* | 7.3 | -0.1 | -37.0 | 0.8
30: COc1ccccc1N=C(C)C1=C(O)COC1=O
 : -0.1 | -0.1 | -0.8 | -7.7 | 1.1 | 4.0 | -2.0 | 9.5 | -0.1 | -33.3 | -4.0

Next part, overlapping the part above by 2 compounds.
Values in the order: aDG glyco up | PDI turbidity | hiPSC survival | CaV13 ICDI inh | NR2E3 ag-1 | MITF TRPM1 inh | Granule exo inh | Peg3 prom inh | Vif imaging | NR2E3 ag-2 | HIF-2a inh
29: CCn1c(SCC(=O)N/N=C(/C)c2ccncc2)nc2ccccc21
 : 0.1 | -6.2 | 0.0 | -4.3 | 1.8 | 0.1 | 60.5* | 7.3 | -0.1 | -37.0 | 0.8
30: COc1ccccc1N=C(C)C1=C(O)COC1=O
 : -0.1 | -0.1 | -0.8 | -7.7 | 1.1 | 4.0 | -2.0 | 9.5 | -0.1 | -33.3 | -4.0
31: O=S(=O)(CCN1CCN(c2ccccc2O)CC1)c1cc(Cl)ccc1Cl
 : 0.9 | 8.0 | -0.4 | -5.7 | . | -1.0 | 1.9 | 19.3 | -2.3 | -7.8 | -7.0
32: CC[C@@]1(C(=O)OC)N[C@H](CN(C)C(=O)c2ccc(F)cc2)[C@@H]2C(=O)N(C)C(=O)[C@@H]21
 : -0.1 | -4.0 | 4.6 | -5.2 | . | 4.0 | -3.8 | -12.0 | 10.2 | -4.2 | 0.1
33: O=C(CCNC(=O)c1ccccc1Cl)NN=Cc1ccccc1[N+](=O)[O-]
 : -0.1 | 3.3 | 3.1 | -5.8 | . | 12.1 | -0.2 | 3.8 | -0.8 | 16.9 | 2.6
34: Cc1ccc(C)c(Cn2c(C)nc3c(sc(=S)n3-c3ccccc3)c2=O)c1
 : -0.4 | -1.9 | 0.2 | -20.3 | -1.0 | 12.2 | -4.2 | 16.4 | 0.4 | 2.7 | 10.6
35: O=C(N=C1SC2CS(=O)(=O)CC2N1c1ccc(F)cc1)C1CC1 (stereo unspecified)
 : -0.1 | 3.0 | 0.4 | -3.1 | -2.5 | 4.7 | -1.4 | 4.7 | 18.8 | 7.1 | -87.1
36: CC(C)C(CCN1C(=O)c2ccccc2C1=O)c1ccco1 (stereo unspecified)
 : -0.1 | 1.2 | -1.9 | -4.1 | 1.3 | -1.8 | 1.8 | 11.1 | 0.9 | -21.8 | 2.4
37: CNc1nc(CC(C)=O)ns1
 : 0.4 | -4.1 | 10.1 | . | 3.5 | 0.6 | -3.5 | 4.5 | . | -1.0 | 7.6
38: COc1ccc(/C=C/c2onc(C)c2S(=O)(=O)N2CCC(C(=O)N3CCC(C)CC3)CC2)cc1
 : 0.0 | -6.4 | -0.6 | -6.9 | 0.1 | -4.5 | 76.1* | 2.6 | -10.1 | 7.2 | 0.8
39: CCOC(=O)N1CCN(Cc2nc3c(c(=O)n(C)c(=O)n3C)n2Cc2ccccc2)CC1
 : 0.5 | . | -1.5 | -7.1 | 2.6 | . | 0.0 | 3.4 | 5.2 | -10.2 | -4.2
40: CCOC(=O)Cn1cnc2c(nnn2-c2ccc(F)cc2)c1=O
 : -0.2 | . | 2.3 | -5.6 | 1.5 | . | 12.2 | -2.5 | 5.1 | -30.2 | 2.3
41: COC(=O)c1cccc(NC(=O)Cc2coc3cc(OC)ccc23)c1
 : 0.2 | -3.8 | -1.7 | -5.2 | -1.4 | -7.0 | 4.7 | -32.1 | -2.1 | -109.5 | -15.1
